# High-throughput results deposited in PubChem by several laboratories.
# CCHFV vOTU inh: CCHFV vOTU protease inhibitors, primary screen, biochemical, Pep-AMC substrate, fluorescence | inhibition, % at 11.5 µM | actives 0.55% (n = 370,000) | AID 651958, 2012 | Crimean-Congo hemorrhagic fever virus L polyprotein viral ovarian tumor (vOTU) protease …; further: 0% = vehicle wells with enzyme and 100% = no enzyme wells
# BoNT A protease: BoNT/A light chain protease inhibitors, primary screen, biochemical, flow cytometry, MLPCN library; Botulinum neurotoxin type A light chain protease (Clostridium botulinum A str. ATCC 3502); inhibition, % at 10 µM; actives 0.17% (n = 360,000); multiplex microsphere protease substrate cleavage; in the data active means inhibition above about 30%; inconclusive means no clear call, values can overlap the other calls; further: plate controls were buffer without enzyme for full effect and enzyme alone for no effect
# GDH-TPI counter: GDH-TPI coupling enzyme inhibitors, primary screen, artefact control for M. tuberculosis FBA inhibitor project, biochemical, absorbance, full deck; inhibition, % at 4.8 µM; GDH-TPI coupled enzyme counterscreen, NADH absorbance; AID 588335, 2011; actives 1.2% (n = 360,000);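 further: 0% = DMSO wells and 100% = wells lacking the enzyme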
# BoNT F protease: BoNT/F light chain protease inhibitors, primary screen, biochemical, flow cytometry, MLPCN library; Botulinum neurotoxin type F light chain protease (Clostridium botulinum); Multiplex microsphere protease cleavage assay; inhibition, % at 10 µM; actives 0.22% (n = 360,000); AID 588497, 2011; in the data active means inhibition above about 35%, passing the limit was not always enough; inconclusive means no clear call, values can overlap the other calls; further: plate controls were buffer without enzyme for full effect and enzyme alone for no effect
# FBA Mtb inh: Mtb FBA enzyme inhibitors, primary screen, biochemical, fluorescence, strain H37Rv; Fructose-bisphosphate aldolase (Mycobacterium tuberculosis (strain ATCC 25618 / H37Rv)), …; purified M. tuberculosis FBA, fluorescence read-out; inhibition, % at 1 µM; actives 2.3% (n = 360,000); in the data active means inhibition above about 27%;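 further: 0% = vehicle and 100% = reference inhibitor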
# Target sequence (P9WQA3 whole entry, looked up): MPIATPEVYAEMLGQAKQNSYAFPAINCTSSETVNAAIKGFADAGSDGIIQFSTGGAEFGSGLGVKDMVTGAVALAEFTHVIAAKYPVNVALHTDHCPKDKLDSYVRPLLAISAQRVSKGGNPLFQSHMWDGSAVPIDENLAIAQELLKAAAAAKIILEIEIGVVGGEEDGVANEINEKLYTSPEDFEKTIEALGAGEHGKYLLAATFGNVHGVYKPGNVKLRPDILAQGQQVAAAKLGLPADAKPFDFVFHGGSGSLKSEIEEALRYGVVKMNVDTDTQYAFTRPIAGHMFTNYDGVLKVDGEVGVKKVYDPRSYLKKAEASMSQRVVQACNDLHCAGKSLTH
# BioA inh: M. tuberculosis BioA enzyme inhibitors, primary screen, biochemical, plate reader, single point, HTS | 7,8-diaminopelargonic acid synthase BioA (Mycobacterium tuberculosis) | purified M. tuberculosis BioA enzyme | inhibition, % at 9.99 µM | actives 0.096% (n = 360,000) | AID 602481, 2012; in the data active means inhibition above about 40%; inconclusive means no clear call, values can overlap the other calls
# FadD28 FP inh: inhibitors of FadD28 bisubstrate probe binding, primary screen, biochemical, fluorescence polarization, single point | inhibition, % at 12.5 µM | actives 0.22% (n = 360,000); in the data active means inhibition above about 8.5%, passing the limit was not always enough; inconclusive means no clear call, values can overlap the other calls
# PrPC surface inh: inhibitors of human cell surface prion protein PrPC, primary screen, cell-based, TR-FRET; Major prion protein (Homo sapiens), P04156; TR-FRET read-out; inhibition, % at 13.8 µM; actives 0.43% (n = 370,000); AID 720596, 2013; in the data active means inhibition above about 24%; further: 0% = median of the test wells and 100% = reference compound wells
# Mtb UGM inh: M. tuberculosis UGM enzyme inhibitors, primary screen, biochemical, fluorescence polarization, single point | UDP-galactopyranose mutase (Mycobacterium tuberculosis (strain ATCC 25618 / H37Rv)), … | purified UGM, fluorescence polarization probe displacement | inhibition, % at 10 µM | actives 0.06% (n = 320,000) | AID 504406, 2011; in the data active means inhibition above about 10%, passing the limit was not always enough; inconclusive means no clear call, values can overlap the other calls
# Target sequence (P9WIQ1 whole entry, looked up): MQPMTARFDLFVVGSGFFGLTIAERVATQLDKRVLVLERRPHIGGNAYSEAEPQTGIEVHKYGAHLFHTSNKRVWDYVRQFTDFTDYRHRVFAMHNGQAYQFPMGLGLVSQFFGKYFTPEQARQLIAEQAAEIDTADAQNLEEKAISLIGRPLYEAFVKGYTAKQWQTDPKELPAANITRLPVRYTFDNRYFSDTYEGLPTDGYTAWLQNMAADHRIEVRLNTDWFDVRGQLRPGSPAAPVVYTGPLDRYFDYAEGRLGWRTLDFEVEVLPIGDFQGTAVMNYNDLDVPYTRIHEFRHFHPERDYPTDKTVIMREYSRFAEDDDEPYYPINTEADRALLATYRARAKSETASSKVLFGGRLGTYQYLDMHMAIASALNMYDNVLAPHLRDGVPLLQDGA
# Active calls of the source: *; ? = inconclusive; . = no result given; & = joins results of further samples. Unless noted, no stated cut-off is given here; in the data, active means inhibition above about 30%; inactive means the rest.
no.	Molecule	CCHFV vOTU inh	BoNT A protease	GDH-TPI counter	BoNT F protease	FBA Mtb inh	BioA inh	FadD28 FP inh	PrPC surface inh	Mtb UGM inh
1	COc1ccc(-c2ccc(C(=O)Nc3cccc(F)c3)c3occc23)c(C)c1	4	-0.5	0	-7	-3	0.5	-4.6	5	.
2	O=C(C1CC(=O)N(c2ccccc2)C1)N1CCC(c2nc3ccccc3[nH]2)CC1 (stereo not drawn)	13	2.8	14	-1	0	3.9	-1.7	-1	-1.2
3	COc1cc(C2C3C(=O)N(Cc4ccccc4)C(=O)C3ON2c2ccccc2)cc(OC)c1OC (stereo not drawn)	5	0.7	1	-21	4	-1.7	0.2	2	.
4	CCCc1cc(=O)oc2cc(OCC(=O)N3CCN(Cc4ccc5c(c4)OCO5)CC3)ccc12	10	1.0	7	1	15	0.9	-1.9	-1	0.7
5	CCCCn1c(=S)[nH]c2ccccc2c1=O	-9	-0.5	11	-3	-2	.	-8.2	4	-1.1
6	O=C(O)c1cccc2c1-c1ccccc1/C2=N\Nc1ccccc1	13	0.6	7	11	-2	0.5	?	-7	-0.2
7	CCS(=O)(=O)Nc1ccc(C2=NN(C(=O)c3ccco3)C(c3cccs3)C2)cc1 (stereo not drawn)	26	-0.2	46*	12	2	35	-7.7	-4	-1.8
8	CC(C)(C)NC(=O)c1ccc(COc2ccccc2Br)o1	5	0.0	-3	8	0	0.2	-5.1	6	4.7
9	O=S(=O)(c1ccc(F)cc1)N1CCCC1	-6	.	12	.	2	-2.5	0.2	-2	0.0
10	CCCN1CCC(NC(=O)CC2C(=O)NCCN2Cc2cccc(OC)c2)CC1 (stereo not drawn)	-4	10	5	9	-1	-0.1	0.1	2	0.7
11	CNC(=O)C(=O)NCC1OCCCN1S(=O)(=O)c1ccc(F)cc1C (stereo not drawn)	-18	1.9	9	0	1	-0.6	1.5	4	1.5
12	O=C(CSc1nnc(-c2cccnc2)s1)Nc1ccccc1	-3	0.1	-4	21	0	-0.8	-0.8	0	-0.2
13	O=C(NCCc1ccccc1)c1cnc2ccccn2c1=O	-112	-0.6	30	-8	105*	-0.9	-3.3	0	-2.2
14	CC(C)C[C@@H](CN)NC(=O)c1nc[nH]c1C(=O)N[C@@H](CC(C)C)C(=O)CNC[C@H](C)NC(=O)c1nc[nH]c1C(=O)N[C@@H](CC(C)C)C(=O)O	.	-0.5	6	-8	3	-1.2	-2.0	.	.
15	COc1cc(C)ccc1OCC(=O)OCC(=O)NCC1CCCCC1	-3	0.5	2	-3	1	2.6	-2.1	5	3.0
16	COC(=O)c1c(C)oc(C)c1S(=O)(=O)N1CCCCC1	-3	?	0	?	4	-1.3	-1.0	-1	3.8
17	Cc1ccc(NC(=O)NCC(c2ccccc2)N(C)C)cc1 (stereo not drawn)	-1	-1.6	11	-11	0	0.0	0.6	-2	0.1
18	CCOC(=O)c1ccc(-n2cncn2)nc1	7	0.1	-11	-1	4	2.3	-0.1	-4	0.4
19	Cc1nc2c(C)cccn2c1/C(O)=C1\C(=O)C(=O)N(CCN(C)C)C1c1ccccc1 (stereo not drawn)	10	0.2	3	5	0	.	-0.5	-7	-3.5
20	Cn1nc(C(=O)NNC(=O)COc2ccccc2)c2ccccc2c1=O	-1	-0.5	4	-1	2	.	-3.3	3	-1.4
21	O=C(CCS(=O)(=O)c1ccc(F)cc1)Nc1nc(-c2ccccn2)cs1	0	-1.0	-1	4	2	-0.2	0.1	0	2.5
22	Cc1ccc(N2CC(C(=O)Nc3ccccc3C(=O)NC3CCCCC3)CC2=O)cc1C (stereo not drawn)	3	?	23	-4	-1	-5.0	-1.7	2	-0.7
23	CC1=C(C(=O)N(C(C)C)C(C)C)CC(CC(=O)NCCCCc2ccccc2)C(=O)N1Cc1ccc(C(C)(C)C)cc1 (stereo not drawn)	35*	0.0	.	-7	1	-4.5	-1.2	13	.
24	Cc1nn(C(=O)CCCC(=O)NCc2ccccc2)c2ccccc12	14	0.4	1	-4	4	-0.2	-1.5	4	-1.8
25	CC(C)C[C@H](NC(=O)C1CC(=O)N(c2ccc3c(c2)OCO3)C1)C(=O)NC1CCCC1 (stereo partly drawn)	4	-7.9	-6	-23	1	-5.1	-0.8	3	2.7
26	COc1cc(CN2CCNC(=O)C2CC(=O)N(C)Cc2cccnc2)cc(OC)c1 (stereo not drawn)	-2	-0.6	2	-6	1	3.7	-0.1	6	2.2
27	CCn1c(NCc2cccs2)nc2ccccc21	-4	-0.4	9	-15	1	0.7	-1.2	6	0.4
28	NNC(=O)CN(CCc1ccccc1)S(=O)(=O)c1ccc(Cl)cc1	-2	-0.1	-2	-3	-1	.	-1.7	6	-4.2
29	CSc1ncnc2c1ncn2CCCN[C@H](C)c1cccc2ccccc12	3	-0.5	5	-4	-2	0.3	-2.0	6	.
30	CCSc1nnc(NC(=O)CSc2nccn2-c2cccc(C)c2)s1	1	-0.6	-4	-2	0	-1.1	0.1	3	-1.5

# Carrying on.
no.	Molecule	CCHFV vOTU inh	BoNT A protease	GDH-TPI counter	BoNT F protease	FBA Mtb inh	BioA inh	FadD28 FP inh	PrPC surface inh	Mtb UGM inh
31	c1ccc(-c2c[nH]c3[n+]2CCCCC3)cc1	10	0.3	9	3	0	-0.2	-3.4	1	-0.4
32	COc1ccc(NC(=O)CCC(=O)N(Cc2ccc(OC)c(OC)c2)c2nccs2)cc1	3	-0.1	.	-4	.	1.2	-2.0	1	-2.2
33	O=C(C1CCN(c2nnc(-n3cccc3)s2)CC1)N1CCN(Cc2ccc3c(c2)OCO3)CC1	-5	-1.4	6	-9	-1	-1.7	0.6	2	0.9
34	Cc1nccc2c1[nH]c1ccc(Br)cc12	-2	0.2	9	-4	7	-0.1	-1.5	1	5.0
35	Cc1cc(C)cc(NC(=O)Cn2ncn3c(cc4ccccc43)c2=O)c1	-14	-0.1	20	0	9	-0.8	-1.1	6	1.3
36	COC(=O)C1=C(C(=O)OC)[C@@H]2N(Cc3ccccc3)c3ccccc3[C@@]23C[C@@H](C(=O)OC)N=C3N1	-3	-0.2	3	-10	-2	0.1	-0.4	-2	2.5
37	COc1ccc(NS(=O)(=O)c2cccc(C(=O)NN=Cc3ccc(OC)c(O)c3)c2)cc1	3	0.3	27	-6	-1	3.2	-1.5	-7	2.1
38	CCn1c(-c2ccc(C(C)(C)C)cc2)n[nH]c1=S	9	0.2	-2	-14	-4	1.0	-4.2	2	-0.8
39	COc1cccc(NC(=S)NC(=O)/C=C/c2ccco2)c1	0	-3.5	19	?	2	-2.6	1.7	2	0.0
40	C=CCOc1c(CCC)cc(CCC)cc1C(N)=O	3	-0.4	1	0	-1	1.9	-0.8	3	6.9
41	COc1ccccc1NC(=O)N(C)C[C@H]1OCc2cn(nn2)CCCC(=O)N([C@@H](C)CO)C[C@@H]1C	-2	-0.1	-17	4	-3	0.3&-1.7&-0.4	-3.9	-1	.
42	COc1ccc(Br)cc1/C=N/Nc1cccc(C(=O)O)c1	6	-1.0	6	0	5	.	5.4	9	-0.3
43	CCc1ccc(NC(=O)CSc2nc3n[nH]c(C)c3c(=N)n2-c2cccc(OC)c2)cc1	2	-1.1	-11	-10	-1	.	-9.6	18	-0.5
44	O=C(CCNS(=O)(=O)c1cccc2nonc12)NC1CCCCCC1	1	-0.9	-1	-1	0	.	-1.7	-26	-1.1
45	CCOc1ncccc1C(=O)N1CCN(S(=O)(=O)c2ccccc2)CC1	3	-1.5	4	-6	2	-0.8	-1.1	6	-1.5
46	Cc1ccccc1C(=O)N1CCN(c2nc(N3CCOCC3)nc(N3CCOCC3)n2)CC1	-6	-0.7	0	0	0	-2.4	0.9	3	2.0
47	Cc1nc(N2CCC(C)CC2)c2c(C)c(C(=O)Nc3ccc4c(c3)OCCO4)sc2n1	-14	.	11	.	0	-1.0	0.3	6	2.1
48	O=C(Nc1ccc(N2CCN(C(=O)c3ccco3)CC2)cc1)c1cccnc1Cl	-3	1.4	2	-7	-2	.	-3.4	1	-2.2
49	COc1ccc(OC)c(-n2c(SCC(=O)NCC3CCCO3)nc3ccccc3c2=O)c1 (stereo not drawn)	-8	-0.5	-1	-12	-5	0.3	-4.7	-2	1.4
50	C/C(CC(=O)N1CCN(C=O)CC1)=N\NC(=O)c1ccc([N+](=O)[O-])cc1	-4	0.5	9	-1	1	.	-1.4	-24	-1.5
51	Cc1cccc(C)c1NC(=S)N1CCCN(C)CC1	9	0.2	-10	-3	4	.	-3.4	4	-0.1
52	Cc1cccc(-c2cccc(NC(=O)C3CCCN(C(=O)c4csc(C)n4)C3)c2)c1 (stereo not drawn)	4	-0.9	-4	6	-2	0.6	-6.0	7	-0.5
53	Oc1ccc(Nc2ccnc3cc(Cl)ccc23)cc1	6	-2.1	12	?	0	-0.4	0.5	-4	-2.5
54	Nc1nc2c(s1)CCc1ccccc1-2	-8	-4.7	-8	-21	6	-1.0	-1.8	1	0.0
55	O=C(N/N=C/c1coc2ccccc2c1=O)c1ccncc1	8	1.8	3	6	0	-0.5	-0.3	-12	1.2
56	CC(NS(=O)(=O)c1ccc2ccccc2c1)c1ccccn1 (stereo not drawn)	0	0.8	-4	12	1	6.8	-1.3	1	-0.5
57	Cc1ccc(N(CC(=O)NCCSCc2ccco2)S(C)(=O)=O)cc1	-26	-0.5	-4	-10	-2	-0.1	-3.1	-5	0.6
58	COc1ccc([N+](=O)[O-])cc1-c1[nH]c(-c2ccc(C(=O)O)cc2)nc1-c1ccccc1	14	-2.1	37*	-8	3	11	3.3	-14	1.9
59	COC(=O)Cc1c(CSc2ccccc2)oc2ccc(O)c(CN(C)C)c12	10	-2.8	-6	-12	1	-0.9	-3.2	6	1.5
60	COc1ccc(CNC(=O)Cn2c(=O)n(CCC(=O)N3CCCCC3)c(=O)c3sccc32)cc1	-13	1.7	-11	7	0	-1.7	-3.1	9	0.4

# An excerpt of these results, in transposed form:
25) CC(C)C[C@H](NC(=O)C1CC(=O)N(c2ccc3c(c2)OCO3)C1)C(=O)NC1CCCC1 (stereo partly drawn)
26) COc1cc(CN2CCNC(=O)C2CC(=O)N(C)Cc2cccnc2)cc(OC)c1 (stereo not drawn)
27) CCn1c(NCc2cccs2)nc2ccccc21

screen / no.	25	26	27
CCHFV vOTU inh	4	-2	-4
BoNT A protease	-7.9	-0.6	-0.4
GDH-TPI counter	-6	2	9
BoNT F protease	-23	-6	-15
FBA Mtb inh	1	1	1
BioA inh	-5.1	3.7	0.7
FadD28 FP inh	-0.8	-0.1	-1.2
PrPC surface inh	3	6	6
Mtb UGM inh	2.7	2.2	0.4

# Remaining list, next part.
no.	Molecule	CCHFV vOTU inh	BoNT A protease	GDH-TPI counter	BoNT F protease	FBA Mtb inh	BioA inh	FadD28 FP inh	PrPC surface inh	Mtb UGM inh
61	CC(C)Oc1c(Cl)cc(CNC(C)(C)CO)cc1Cl	6	-0.5	-5	-3	1	1.6	1.7	-4	-2.4
62	O=C(/C=C/Nc1ccc(Oc2ccccc2)cc1)c1ccco1	13	0.1	11	-3	1	.	-1.2	-4	0.4
63	O=C(CSc1nccc(=O)[nH]1)N1CCN(c2ccccc2)CC1	1	0.3	4	-2	0	.	2.0	-5	1.7
64	O=[N+]([O-])c1ccc(N2CCN(c3ccc([N+](=O)[O-])cc3CO)CC2)c(CO)c1	10	-3.3	10	-5	0	-3.0	-2.4	-9	-0.1
65	CCc1cc(=O)oc2c3c(cc(OCC(=O)NCCN4CCOCC4)c12)OC(C)(C)CC3	-166	-0.5	15	1	176*	3.7	1.4	10	2.5
66	Cc1ccc(CNC(=O)COC(=O)Cc2ccc(-c3ccccc3)cc2)cc1	-5	0.4	-6	-3	0	-0.3	-4.9	-3	-1.0
67	Cc1cc(=O)n2[nH]nnc2n1	-14	-1.4	-3	-3	9	-0.7	-1.9	4	-2.3
